# GRK2 inh: blocks RNA aptamer binding to human GRK2; inhibition of aptamer binding, % at 10 µM; hit rate 0.59% among 330,000; AID 488847; P25098; bead flow cytometry, FAM-aptamer displacement from GRK2;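 active = inhibition of aptamer binding above 40%, roughly 3 SD of noise, on plates passing a quality check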;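 also: median bead fluorescence of bound FAM aptamer so fluorescent compounds give negative values; no value below 0 was filed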
# BCLXL inh: inhibitors of human Bcl-xL | GST-Bcl-xL / FITC-Bim BH3 peptide fluorescence polarization | inhibition, % at 10.9 µM | hit rate 0.7% among 320,000;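 active = inhibition above the mean of all tested compounds plus 3 SD, cutoff set per campaign, cut at about 30% in these data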;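 also: 0% = DMSO wells and 100% = unlabeled Bim-BH3 peptide competitor; inhibitors lower millipolarization by displacing the labeled peptide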
# Target sequence (Q07817 whole entry, looked up): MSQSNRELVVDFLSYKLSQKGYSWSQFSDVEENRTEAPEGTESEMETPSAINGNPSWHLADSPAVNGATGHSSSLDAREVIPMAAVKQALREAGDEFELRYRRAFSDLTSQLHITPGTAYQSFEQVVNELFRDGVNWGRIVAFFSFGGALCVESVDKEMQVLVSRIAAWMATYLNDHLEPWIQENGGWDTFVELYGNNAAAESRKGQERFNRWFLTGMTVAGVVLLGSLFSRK
# MCL1 BIM primary: MCL1-BIM-BH3 interaction inhibition (human); hit rate 0.68% among 320,000; Q07820; inhibition, % at 10.9 µM; GST-MCL1 / FITC-Bim-BH3 fluorescence polarization; AID 2057;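 active = inhibition above the mean inhibition of all tested compounds plus 3 SD, set per campaign, cut at about 40% in these data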;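 also: 0% = DMSO wells and 100% = unlabeled Bim-BH3 peptide control; higher means more loss of mP so more displacement of Bim peptide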
# Target sequence (Q07820 whole entry, looked up): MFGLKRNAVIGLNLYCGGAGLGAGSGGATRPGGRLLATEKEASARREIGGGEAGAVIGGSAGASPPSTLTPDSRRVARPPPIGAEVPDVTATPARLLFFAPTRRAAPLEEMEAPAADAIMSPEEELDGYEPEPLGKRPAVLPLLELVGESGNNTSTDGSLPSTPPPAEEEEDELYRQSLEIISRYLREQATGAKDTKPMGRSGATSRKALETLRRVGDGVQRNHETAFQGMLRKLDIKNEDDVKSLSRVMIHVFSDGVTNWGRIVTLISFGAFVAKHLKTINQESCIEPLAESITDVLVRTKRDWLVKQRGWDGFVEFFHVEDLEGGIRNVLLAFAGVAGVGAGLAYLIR
# GLD-1 TGE inh: GLD-1-TGE RNA interaction inhibition (C. elegans); Q17339; purified GLD-1 + fluorescein TGE RNA, fluorescence polarization; inhibition, % at 5.96 µM; hit rate 0.44% among 320,000;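 active = percent inhibition above a per-plate cutoff, the plate mean of test compounds plus 3 SD, cut at about 30% in these data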;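 also: 0% = DMSO wells with GLD-1 and probe and 100% = wells lacking GLD-1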
# Target sequence (Q17339 whole entry, looked up): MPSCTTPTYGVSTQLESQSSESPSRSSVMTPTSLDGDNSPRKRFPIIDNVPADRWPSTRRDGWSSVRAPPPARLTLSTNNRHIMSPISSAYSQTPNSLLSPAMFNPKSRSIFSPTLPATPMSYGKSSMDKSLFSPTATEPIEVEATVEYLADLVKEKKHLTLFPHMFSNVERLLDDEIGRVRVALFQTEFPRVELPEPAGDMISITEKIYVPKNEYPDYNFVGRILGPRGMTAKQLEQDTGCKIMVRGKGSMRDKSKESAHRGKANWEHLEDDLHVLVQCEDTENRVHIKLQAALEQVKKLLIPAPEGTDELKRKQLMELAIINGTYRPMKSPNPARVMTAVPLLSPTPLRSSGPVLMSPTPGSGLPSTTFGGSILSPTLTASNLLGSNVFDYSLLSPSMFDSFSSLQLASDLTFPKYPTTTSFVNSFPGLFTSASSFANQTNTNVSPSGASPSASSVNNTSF
# VLA-4 inh: inhibition in a human VLA-4 binding assay. P13612. VLA-4 expressing cells, ligand binding flow cytometry. hit rate 0.2% among 330,000. AID 2557. inhibition, % (about 7 µM as worked out from the volumes in the protocol); in the data active = inhibition above about 50%
# CIT2-GFP yeast: yeast TOR pathway CIT2-GFP modulation | S. cerevisiae CIT2-GFP strain, flow cytometry, 3 h; 100 means same as DMSO wells | GFP response vs DMSO, % at 10 µM | hit rate 0.065% among 320,000 | AID 2029;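 active = GFP response relative to DMSO above a set limit, near the screen mean plus 3 SD, cut at about 150% in these data; inconclusive = Fewer than 70 cells measured for a yeast strain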;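 also: ratio of well median GFP fluorescence to mean of DMSO wells on the plate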
# AGP1 TOR yeast: alters AGP1-GFP fluorescence in TOR pathway yeast screen. GFP response vs DMSO, % at 10 µM. hit rate 0.02% among 320,000. S. cerevisiae AGP1-GFP multiplex flow cytometry, 3 h; GFP as percent of DMSO wells;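 active = GFP response relative to DMSO above a set limit, near screen average plus 3 SD, cut at about 150% in these data; inconclusive = fewer than 70 cells counted for the yeast strain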;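 also: median GFP channel fluorescence of the gated AGP1 strain per well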
# Yeast superoxide: caloric restriction mimetics inhibiting age-related superoxide in yeast; superoxide response (% of plate mean), % at 10 µM; AID 2690; S. cerevisiae aged cells, superoxide DHE fluorescence; active compounds read low; hit rate 0.18% among 330,000;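 active = superoxide response under a set limit, about three screen SD below normal, cut at about 65% in these data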;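 also: yeast aged for seven days with compound at 30 °C before DHE staining; 100% = average MFI of all compound-treated wells on the plate with controls excluded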
# MEX-5 binding: C. elegans MEX-5 TCR-2 RNA binding activity | activity score (negative = inhibition of binding), % at 10 µM | MEX-5/FITC-TCR2 RNA binding, fluorescence polarization; active compounds read low | AID 1832 | Q9XUB2 | hit rate 0.38% among 300,000;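 active = inhibition past about -25% in most replicates, and total fluorescence under double the plate's negative control median, limit read from the data; inconclusive = replicates evenly split on the limit, or fluorescence at least double controls; inactive = too little inhibition in most replicates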;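 also: 0% = DMSO and -100% = 5 µM competing unlabeled TCR2 RNA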
# An asterisk follows results filed as active; u = inconclusive; x = no result given; [ ] = remark or other dose.
SMILES,GRK2 inh,BCLXL inh,MCL1 BIM primary,GLD-1 TGE inh,VLA-4 inh,CIT2-GFP yeast,AGP1 TOR yeast,Yeast superoxide,MEX-5 binding
COc1ccccc1CNC(=O)[C@@H]1CCCN1S(=O)(=O)c1ccc(Cl)cc1,0,1,-4,9,3,88,96,102,1.3
Cc1ccc(C2C(C#N)=C(N)Oc3cc(N)ccc32)cc1 (centres undefined),5,9,-4,3,-26,102,96,110,-0.8
CS(=O)(=O)N1CCN(C(=O)Cc2ccc(Br)cc2)CC1,1,0,7,-6,25,106,101,95,-0.3
O=C(NCc1ccc(F)cc1)C1CCCN(c2cnccn2)C1 (centres undefined),4,-1,3,-7,8,92,96,107,1.5
COc1cccc(CNC(=O)CCNC(=O)N2CCn3c2nc2ccccc23)c1,2,8,8,0,11,100,103,85,0.3
Cc1ccc(C(=O)N2CCN(S(C)(=O)=O)C2)cc1,0,0,2,4,6,92,89,101,-0.3
COCCCn1c(-c2ccc(Cl)cc2)n[nH]c1=S,0,-16,-15,5,7,x,102,114,-2.8
COc1ccc(C(=O)Cn2c(=N)n(C)c3ccccc32)cc1,0,1,0,-3,2,93,99,102,0.6
Cc1ccc(C)c(NC(=O)CC2Oc3ccccc3NC2=O)c1 (centres undefined),0,1,5,4,14,101,101,98,-0.7
O=c1oc2c(-c3cccc(F)c3)cc(O)cc2s1,0,10,7,13,2,105,96,134,-2.3
CCOC(=O)C(NC(C)=O)(Nc1cccc(F)c1)C(F)(F)F (centres undefined),1,4,7,-3,15,93[may fluoresce red],u,97,2.8
CCOc1cc(C)nc(N2CCCC(C(=O)NCc3ccccc3F)C2)n1 (centres undefined),0,5,-1,2,-3,95,95,105,2.3
Clc1ccc(SCCOCCN2CCc3ccccc3C2)cc1,0,0,-5,8,-2,105,108,96,-0.4
CCOC(=O)CCCCNCc1ccccc1,0,1,1,0,0,106,101,92,0.0
CCOCCCn1cc(C(=O)c2cc(Br)ccc2O)cc(C#N)c1=O,1,-2,-1,-10,-4,100,101,105,-6.2
CCN(c1ccc(NC(=O)CN2C(=O)NC3(CCOc4ccccc43)C2=O)cc1)C(C)C (centres undefined),0,3,1,7,-6,114,102,83,2.5
Cn1cccc1Cc1nnc(SCC(=O)NCc2ccc3c(c2)OCO3)n1CCc1ccccc1,0,1,-1,7,7,98,92,103,-2.7
CC(C)(C)c1ncc(S(=O)(=O)c2ccc(C(F)(F)F)cn2)c(N)n1,1,-1,-4,1,7,99,105,102,1.3
N#Cc1ccc(-c2cccnc2)nc1SCc1ccc(Cl)cc1Cl,4,3,2,4,-21,92,96,156,-0.3
CC1(C(=O)Nc2ccccc2)Cc2ccccc2C(=O)O1 (centres undefined),1,9,7,1,47,88,97,117,-1.2
CC(C)(C)n1cnc2cc(NC(=O)c3ccco3)ccc21,0,0,-1,-7,0,94,103,96,3.5
COc1ccc(CCN2C(=O)CSC2c2cccc([N+](=O)[O-])c2)cc1OC (centres undefined),0,7,12,5,5,103,103,102,0.9
Nc1c(S(=O)(=O)c2ccccc2)csc1C(=O)O,4,4,-2,2,-4,105,101,93,0.8
CN1CCN(c2sc(S(C)(=O)=O)nc2S(=O)(=O)c2ccc(Cl)cc2)CC1,2,6,1,-5,14,111,104,111,-4.2
COc1ccc(NC(=O)Cn2nnc(C(=O)NCc3ccco3)c2N)c(OC)c1,0,-3,2,2,17,97,98,98,0.0
Cc1ccc(N2C(=O)c3cccc4c([N+](=O)[O-])ccc(c34)C2=O)c2cccnc12,2,17,19,13,18,92,89,95,-3.8
CC(=O)c1cccc(NC(=O)C2=CC(c3ccc4c(c3)OCO4)=NS(=O)(=O)N2C)c1,2,4,-5,-3,10,105,109,98,-3.1
COc1cccc(CNS(=O)(=O)/C=C/c2ccc(OC)c(OC)c2)c1,2,7,1,-3,4,99,103,91,2.9
O=C(N/N=C/c1ccccn1)c1sc2ccccc2c1Cl,x,3,10,4,35,94,100,109,0.3
Cn1cc(S(=O)(=O)N2CCCC2)cc1C(=O)NCc1ccc(Cl)cc1,2,-2,-1,-3,9,93,98,114,1.5
CC1CCCCC12NC(=O)N(CC(=O)OCc1cccc(F)c1)C2=O (centres undefined),3,-1,5,2,7,94,99,98,x
CCOC(=O)C1CCN(c2nc3ccccc3nc2C(C#N)C(=O)OCCOC)CC1 (centres undefined),4,-3,-14,-6,4,96,101,117,-12
CSc1ccc(/C=N/N2CCN(Cc3ccc(Cl)cc3)CC2)cc1,0,1,-1,8,16,101,105,93,0.4
S=C(Nc1ccc(Cl)cc1)N1CCOCC1,1,0,5,3,-1,103,101,90,-0.9
CC(Oc1cccc(Cl)c1)C(=O)NC1CC(C)(C)NC(C)(C)C1 (centres undefined),0,3,-2,5,4,102,105,92,1.2
CCCc1nc2ccc(NC(=O)NCCC(=O)OCC)cc2c(=O)n1Cc1ccc(Cl)cc1,0,6,1,3,-3,93,98,105,0.1
COC(=O)c1ccc(COc2ccccc2/C=C/C(=O)c2ccc(OCC(=O)O)cc2)cc1,0,12,6,2,-2,91,95,110,-0.7
COC(=O)c1ccccc1NC(=O)CN1C(=O)C2CCCN2c2ncc(Cl)cc21 (centres undefined),1,-9,-17,-10,-11,109,103,100,-2.0
COc1cccc(C(=O)NCC(=O)OCC(=O)Nc2ncc(Cl)cc2Cl)c1,4,14,17,5,1,110,110,101,-3.6
Cc1cccc(OCC(=O)Nc2ccccc2N2CCN(C(=O)C(C)C)CC2)c1C,1,3,4,2,8,97,78,97,1.7
Cc1cc(C)c2oc(C(=O)N(Cc3cccs3)C3CCS(=O)(=O)C3)cc(=O)c2c1 (centres undefined),0,-1,2,2,9,93,101,96,-1.2
CSc1cc(C)n(-c2ccc(Cl)cc2)c(=S)c1C(C)=O,0,2,3,5,24,103,101,80,-0.9
CC(NC(=O)C1CCN(S(=O)(=O)c2ccc3c(c2)NC(=O)CO3)CC1)c1ccccc1 (centres undefined),3,6,0,2,17,109,102,98,-1.0
C[C@@H]1CN([C@H](C)CO)C(=O)Cc2cc(NC(=O)Cn3cnnn3)ccc2O[C@@H]1CN(C)Cc1ccc(Cl)c(Cl)c1,1,x,x,1,4,x,x,124,x
CCOC(=O)C1CCCN(C(=O)c2cc(=O)c3ccccc3o2)C1 (centres undefined),22,0,-3,-5,29,95,105,101,-2.1
CCN(CC)c1ccc(NC(=O)c2cccc(OC)c2)c(C)c1,0,4,-2,10,21,93,100,106,0.4
Cn1c(NC(=O)c2ccccc2)cc(=O)n(C)c1=O,0,2,-1,-3,12,89,93,96,1.9
COCCn1c(=N)c(C(=O)NCCc2ccc(OC)cc2)cc2c(=O)n3cccc(C)c3nc21,1,2,6,-1,-5,111,x,100,-6.1
Cc1cccc(NC(=O)CN(C)C(=O)C2CCCC2)c1C,5,-9,-10,0,10,100,109,129,x
CC(=O)Nc1ccc(C(=O)N/N=C/c2ccccc2OCc2ccccc2)cc1,0,-1,2,8,-1,93,x,94,0.0

# Limited to BCLXL inh (2 entries from above):
Compound	BCLXL inh
Cc1cc(C)c2oc(C(=O)N(Cc3cccs3)C3CCS(=O)(=O)C3)cc(=O)c2c1 (centres undefined)	-1
CSc1cc(C)n(-c2ccc(Cl)cc2)c(=S)c1C(C)=O	2

# (list continues)
SMILES,GRK2 inh,BCLXL inh,MCL1 BIM primary,GLD-1 TGE inh,VLA-4 inh,CIT2-GFP yeast,AGP1 TOR yeast,Yeast superoxide,MEX-5 binding
Cc1ccnc(NC(=O)c2cccc(S(=O)(=O)N3CCOCC3)c2)c1,0,5,1,8,-2,108,100,91,1.8
CCOc1ccc(/C=N/NC(=S)NC2CC3C=CC2C3)cc1 (centres undefined),5,6,6,-1,21,100,104,87,0.3
CC(C)NC(=O)/C=C/C(=O)O,3,1,-2,0,18,104,106,101,0.8
COc1ccc(N2C(=O)CC(NCC#N)C2=O)cc1 (centres undefined),1,6,1,2,0,101,99,104,-0.2
Cc1ccc(NC(=O)c2cc(NC(=O)/C=C\C(=O)O)ccc2N2CCCCC2)cc1,2,7,6,7,-1,101,108,105,-1.4
O=C(NCCO)C(=O)NCC1OCCCN1S(=O)(=O)c1ccc2c(c1)OCCO2 (centres undefined),0,8,-3,3,7,98,94,107,2.1
COc1ccc(C(=O)/C=C/c2ccccc2C(F)(F)F)cc1,1,0,3,-2,-7,97,97,85,-1.3
Cc1c2cccn2cc[n+]1C,2,-13,-17,-11,1,85,92,110,1.5
Cc1cc(C)c(S(=O)(=O)c2ccc(Cl)cc2)c(Cl)n1,1,-6,-4,-3,14,87,106,106,0.7
CCC(CC)c1nnc(NC(=O)c2ccc(S(=O)(=O)N3CCc4ccccc4C3)cc2)s1,1,4,1,3,3,87,94,104,-2.1
CCOc1cc(/C=N/N=C(\N)c2nonc2N)cc(Br)c1OCc1cccc2ccccc12,3,2,-6,0,-13,99,100,116,0.5
O=C(Nc1ccccc1C(=O)N1CCOCC1)c1ccc(CSc2ccccc2)cc1,0,-2,-6,6,12,98,102,79,0.0
Oc1ccc(/C(Cc2ccc3ccccc3n2)=N\Nc2ccccc2)c(O)c1,7,8,12,-5,-234,104,104,86,1.1
CC(CCc1ccccc1)NS(=O)(=O)c1ccc(Cl)c(C(=O)O)c1 (centres undefined),2,6,3,-5,15,91,100,94,-1.5
COc1cc(SC)ccc1C(=O)OCC(=O)NC1CCCCC1,2,2,-5,9,-9,95,91,110,2.8
C[C@H](NC(=O)c1ccccc1)C(=O)OCC(=O)Nc1ccc2c(c1)OCO2,3,-5,-12,1,1,91,97,94,x
O=C(CSc1nc(O)c(Cc2ccccc2)c(=O)[nH]1)Nc1nc2c(s1)CCCC2,1,8,7,-4,8,97,103,98,1.8
CCN1CCC(=NNC(=O)CC23CC4CC(CC(C4)C2)C3)CC1,0,12,20,1,0,109,104,91,-1.7
CCCCOc1ccc(CNC(=O)NS(=O)(=O)c2ccc(OCC(C)C)cc2)cc1,4,1,-1,5,3,105,95,105,-2.6
O=C(CN1C2CCCC1CC(NC(=O)c1ccccc1)C2)Nc1nccs1 (centres undefined),0,9,9,-4,-12,107,x,102,3.0
COc1ccc(/C=N/NC(=O)c2c(C)nc3ccc(Cl)cn23)cc1OC,0,-6,2,3,11,101,95,96,0.2
CCN(CC(=O)NCc1cccs1)C(=O)c1ccc(S(=O)(=O)Nc2ccccc2)cc1,0,5,2,-2,0,94,105,107,0.0
Cc1cc2occ(CC(=O)Nc3nnc(C4CC4)s3)c2cc1C,1,1,-1,1,15,100,101,107,x
CCOC(=O)C1CCN(S(=O)(=O)c2ccc(Cl)s2)CC1,0,1,-3,3,6,94,101,104,0.7
CC(=O)NNC1=Nc2ccccc2N(C)C(C)C1 (centres undefined),0,3,7,4,15,100,108,93,0.0
CC(SCc1ccccc1)C(=O)N/N=C/c1cc2c(cc1Br)OCO2 (centres undefined),0,-1,-1,-4,16,93,110,89,-0.2
Cc1ccc2nc3c(cc(C(=O)NCC4CCCO4)c(=N)n3CC3CCCO3)c(=O)n2c1 (centres undefined),6,7,8,15,1,u,u,100,-14
Cc1ccccc1-c1nc(CS(=O)(=O)CC(=O)NCCc2ccccc2)c(C)o1,2,7,3,4,2,102,106,104,0.5
O=C(NCCN1CCOCC1)c1ccc2c(c1)N(Cc1ccccc1)CCS2,0,-6,-4,-5,6,102,106,100,3.8
